PriA SSB inh – inhibitors of Klebsiella pneumoniae PriA binding to SSB C-terminal tail; AlphaScreen SSBct-PriA binding, biotinylated peptide; inhibition, % at 33 µM; actives 0.6% (n = 430,000); in the data active means inhibition mostly above about 37%, no sharp cut-off; inactive means mostly below about 20%;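 further: plate controls were negative control peptide for no effect and reference peptide for full effect; strong numbers were not always called active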
Rv3671c protease – inhibits the M. tuberculosis serine protease Rv3671c. actives 0.048% (n = 320,000). AID 2606. P9WHR9. inhibition, % at 5.96 µM; in the data active means inhibition above about 38%;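 further: extracellular domain of Rv3671c used as enzyme; 0% = enzyme with DMSO and 100% = no enzyme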
BH1578 lux ind – quorum light induction in luxS cqsA deficient V. cholerae; V. cholerae BH1578 lux reporter, luminescence, 6 h; activation, % at 18.7 µM; actives 0.16% (n = 350,000); AID 588436; in the data active means activation mostly above about 9.7%, no sharp cut-off; inconclusive means no clear call, values can overlap the other calls; inactive means mostly below about 3.7%; further: not every result past the cut was called active; inactives centre near 0; reference of the scale not given here
TcdB GH inh – blocks C. difficile toxin B glycohydrolase activity; P18177; TcdB glycohydrolase enzymatic assay, plate reader; inhibition, % at 9.99 µM; actives 0.24% (n = 350,000); in the data active means inhibition above about 10%
Yp Topo-I inh – Y. pestis Topo-I inhibition via cleavage products | Y. pestis Topo-I cleavage product accumulation, plate reader | activity, % at 10 µM | actives 0.064% (n = 360,000); in the data active means activity above about 50%, passing the limit was not always enough; inconclusive means no clear call, values can overlap the other calls; further: inactives centre near 2
PfHsp40 rescue – compounds rescuing yeast from Plasmodium falciparum HSP40 toxicity; growth rescue, % at 12.5 µM; actives 0.68% (n = 340,000); AID 504582; S. cerevisiae expressing PfHsp40, growth rescue, ATP luminescence; in the data active means growth rescue above about 28%, passing the limit was not always enough; inconclusive means no clear call, values can overlap the other calls;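 further: yeast W303a lacking pdr1 and pdr3 grown in galactose medium; growth measured after three days at 30 °C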
VHR inh abs – inhibitors of human VHR1 phosphatase (DUSP3); P51452; recombinant VHR phosphatase, pNPP absorbance; inhibition, % at 13.3 µM; actives 0.52% (n = 290,000); AID 1654; in the data active means inhibition above about 50%; further: some compounds called inactive have numbers as strong as hits
MazEF act – activators of E. coli MazEF toxin-antitoxin RNase. P0AE70. FAM/BHQ RNA-DNA oligo cleavage fluorescence, 5 h. activation, % at 20 µM. actives 0.32% (n = 350,000); in the data active means activation above about 50%
3CLpro inhibitor – SARS-CoV 3CLpro protease inhibition | P0C6X7 | recombinant SARS-CoV 3CLpro, quenched FRET peptide cleavage | inhibition, % at 6 µM | actives 0.14% (n = 290,000); in the data active means inhibition above about 12%
Anthrax LF prot – inhibitors of Bacillus anthracis lethal factor protease. P15917. multiplex microsphere protease cleavage assay, LF. inhibition, % at 10 µM. actives 0.12% (n = 360,000). AID 588501; in the data active means inhibition above about 30%; inconclusive means no clear call, values can overlap the other calls; further: plate controls were buffer without enzyme for full effect and enzyme alone for no effect
* marks the source's active call; other numbers are inactive results; i = inactive; ? = inconclusive; nt = not tested or not shown; & = joins results of further samples.

smiles	PriA SSB inh	Rv3671c protease	BH1578 lux ind	TcdB GH inh	Yp Topo-I inh	PfHsp40 rescue	VHR inh abs	MazEF act	3CLpro inhibitor	Anthrax LF prot
CC(C)(C)c1ccc(N=C2SCC(=O)N2Cc2cccs2)cc1	-6	9	-0.6	0.6	2	-0.1	13	-3	-4	4
C=C(c1ccccc1C)[n+]1ccccc1	-2	2	-0.4	-0.1	-2	0.4	8	3	4	7
CCn1nc(C)c(/C=N/NC(=O)Cn2nnnc2N)c1C	i	12	i	1.1	-1	nt	33	0	0	-17
COc1ccc(C(=O)NC(C(=O)N2CCc3ccccc32)C(C)C)cc1 (stereo unspecified)	-1	-8	-0.6	nt	4	0.8	7	0	-2	0
COc1ccc(Oc2cc(F)nc(N)n2)cc1	-2	-2	i	1.1	9	-0.7	33	2	4	-1
O=C(/C=C/c1ccc(F)cc1)NCCCn1ccnc1	-2	12	-0.5	0.4	5	0.2	1	-2	-2	-5
O=C(CSc1nc2cc(Cl)ccc2s1)NCc1ccc2c(c1)OCO2	2	-11	-0.2	nt	20	-1.2	2	63*	-2	0
COC(=O)C(c1cc(OC)c(O)c(OC)c1)(N1CCNC(C)C1)C(F)(F)F (stereo unspecified)	-3	-3	-0.2	nt	3	0.0	8	9	-3	-5
Cc1nnc(SCC(=O)Nc2nsc(-c3ccccc3)n2)s1	-1&-8	-7	-1.0	nt	3	-0.2	-16	0	1	-6
COc1ccc(N(CC(=O)O)S(C)(=O)=O)cc1OC	-1	-6	-5.9	nt	7	1.5	3	4	-1	0
CCOc1ccc(-c2cccc(NC(=O)COc3ccccc3)c2)nn1	0	-10	0.1	nt	20	-0.8	28	8	-12	-2
N#CCC(C(=O)c1cccnc1)c1ccccc1 (stereo unspecified)	nt	nt	i	-5.3	0	nt	nt	1	nt	2
O=[N+]([O-])c1ccc(Sc2nccn2Cc2ccccc2)c([N+](=O)[O-])c1	16	9	-0.8	1.4	-15	0.7	17	14	1	-1
O=C(Nc1ccc(Cl)cc1)c1cc2nc(-c3ccco3)cc(C(F)(F)F)n2n1	4	7	i	nt	20	3.9	3	34	0	-6
NC(=O)CSc1nc2scc(-c3ccc(Cl)cc3)c2c(=O)n1Cc1ccccc1	-9	-27	-0.8	nt	1	-0.6	22	-17	-3	-3
COc1ccc(CNC(=O)COC(=O)CO/N=C(\C)c2ccc3c(c2)OCO3)cc1	nt	7	-0.7	0.4	17	-1.3	nt	4	nt	-1
CC1=NN(c2nc(-c3ccc(F)cc3)cs2)C(=O)C1	-9	3	i	nt	-14	13	29	-3	1	-3
O=C(CCCCCNC(=O)N1CCn2c1nc1ccccc12)NCc1ccc(F)cc1	-8	9	-0.3	-12	33	-0.8	1	-4	-1	1
CCCN1CCN(c2ncnc3scc(C4COc5ccccc5O4)c23)CC1 (stereo unspecified)	-1	3	-0.3	0.8	15	1.8	21	6	-3	-2
Cc1cccc(OCC(=O)N2CCN(Cc3ccc([N+](=O)[O-])cc3)CC2)c1	0	-1	-0.2	1.1	26	1.7	22	4	3	-7

In a second layout: 6 of the compounds above.
Under each structure: PriA SSB inh, Rv3671c protease, BH1578 lux ind, TcdB GH inh, Yp Topo-I inh, PfHsp40 rescue, VHR inh abs, MazEF act, 3CLpro inhibitor, Anthrax LF prot
CCn1nc(C)c(/C=N/NC(=O)Cn2nnnc2N)c1C
  i, 12, i, 1.1, -1, nt, 33, 0, 0, -17
COc1ccc(C(=O)NC(C(=O)N2CCc3ccccc32)C(C)C)cc1 (stereo unspecified)
  -1, -8, -0.6, nt, 4, 0.8, 7, 0, -2, 0
COc1ccc(Oc2cc(F)nc(N)n2)cc1
  -2, -2, i, 1.1, 9, -0.7, 33, 2, 4, -1
O=C(/C=C/c1ccc(F)cc1)NCCCn1ccnc1
  -2, 12, -0.5, 0.4, 5, 0.2, 1, -2, -2, -5
O=C(CSc1nc2cc(Cl)ccc2s1)NCc1ccc2c(c1)OCO2
  2, -11, -0.2, nt, 20, -1.2, 2, 63*, -2, 0
COC(=O)C(c1cc(OC)c(O)c(OC)c1)(N1CCNC(C)C1)C(F)(F)F (stereo unspecified)
  -3, -3, -0.2, nt, 3, 0.0, 8, 9, -3, -5

Continued.
smiles	PriA SSB inh	Rv3671c protease	BH1578 lux ind	TcdB GH inh	Yp Topo-I inh	PfHsp40 rescue	VHR inh abs	MazEF act	3CLpro inhibitor	Anthrax LF prot
CCc1ccc(N2CC(C(=O)Nc3ccc(OC)c(S(=O)(=O)N4CCOCC4)c3)CC2=O)cc1 (stereo unspecified)	nt	nt	-0.5	1.2	17	nt	nt	1	nt	-8
Cc1ccc(CNC(=O)C2CC(c3ccc([N+](=O)[O-])cc3)=NO2)cc1 (stereo unspecified)	-15	-4	1.4	-1.0	0	0.9	30	-2	0	1
CCCc1cnc(NCCNCC(O)COc2ccc(Cl)c(Cl)c2)nc1 (stereo unspecified)	2	1	-0.2	0.4	6	-2.0	14	5	1	nt
O=C(NC(=S)Nc1cccc(Cl)c1)c1cncc(Br)c1	-10	-2	-0.8	1.2	12	nt	nt	-1	nt	-3
CCCCn1ccc(O)c(Cc2ccc(F)cc2)c1=O	-3	-3	i	nt	4	-2.1	20	8	-2	0
O=c1[nH]cnc2c1N1CCC2CC1	-10	-9	-0.5	nt	-5	0.0	13	5	1	-5
COc1ccc(CNC(=S)Nc2ccc(F)c(Cl)c2)cc1	-7	-4	-0.3	-0.1	0	4.8	18	12	7	-4
Cc1c(Cl)c([N+](=O)[O-])nn1CC(=O)Nc1ccc2c(c1)OCO2	-4	-5	-0.3	-0.2	-2	-0.4	-4	-2	-2	-3
CS(=O)(=O)c1cccc(C(=O)Nc2cccc(S(=O)(=O)N3CCCC3)c2)c1	-2	nt	-0.2	1.5	3	-0.7	nt	3	nt	nt
COc1cc(CC(=O)NCc2ccco2)cc(OC)c1OC	3	-3	i	nt	-9	1.1	-6	-1	2	0
COc1ccc(CCNC(=O)COc2ccc(C)nc2[N+](=O)[O-])cc1OC	-4	-18	0.3	0.8	-13	-0.4	38	3	0	-3
CCOC(=O)c1c(CSc2ccccc2)n(C)c2ccc(O)c(CN3CCN(C)CC3)c12	16	0	-0.5	3.4	-11	1.0	5	13	4	-5
CC(C)COP(=O)(c1ccc(N(C)C)cc1)C(O)c1ccc(Br)cc1 (stereo unspecified)	-2	13	0.9	1.0	32	-1.8	-14	3	10	18
Cc1ccccc1Nc1nc(N)nc(CSc2nc3ccccc3s2)n1	3	-14	-0.2	nt	8	2.3	12	2	-4	0
CCCCc1ccc(NS(=O)(=O)c2c(C)n(C)c(=O)n(C)c2=O)cc1	-18	1	-0.3	0.9	15	0.3	33	6	2	-3
O=C(O)CN1CCCC1=Nc1ccccc1	-18	1	-2.1	nt	-3	-0.8	13	-4	4	-1
CN(C)C(=O)Cn1cc(S(=O)(=O)Cc2ccccc2)c2ccccc21	1	3	-1.1	1.4	2	0.4	59*	7	-4	-1
Cc1noc(C)c1NC(=O)NCCN1CCN(Cc2ccccc2)CC1	-6	-3	i	0.5	-4	-0.8	5	3	-2	8
CC(C)(C)NS(=O)(=O)c1ccc(CCC(=O)NCc2cccnc2)cc1	-10	-4	-0.2	nt	-1	0.3	-33	2	-2	-10
O=C(N/N=C/c1ccco1)c1ccc(N2CCCC2=O)cc1	nt	3	-0.7	nt	-8	-0.7	6	2	0	0

A run of entries from the list above, as a working copy:
smiles	PriA SSB inh	Rv3671c protease	BH1578 lux ind	TcdB GH inh	Yp Topo-I inh	PfHsp40 rescue	VHR inh abs	MazEF act	3CLpro inhibitor	Anthrax LF prot
CCc1ccc(N2CC(C(=O)Nc3ccc(OC)c(S(=O)(=O)N4CCOCC4)c3)CC2=O)cc1 (stereo unspecified)	nt	nt	-0.5	1.2	17	nt	nt	1	nt	-8
Cc1ccc(CNC(=O)C2CC(c3ccc([N+](=O)[O-])cc3)=NO2)cc1 (stereo unspecified)	-15	-4	1.4	-1.0	0	0.9	30	-2	0	1

(more compounds)
molecule | PriA SSB inh | Rv3671c protease | BH1578 lux ind | TcdB GH inh | Yp Topo-I inh | PfHsp40 rescue | VHR inh abs | MazEF act | 3CLpro inhibitor | Anthrax LF prot
Cc1nn(C)c(C)c1NC(=O)c1ccnn1C | -22 | 5 | 3.2 | nt | 4 | -1.4 | 15 | -10 | -4 | -2
Cc1ccc(CNC(=O)Cn2ncn3cccc3c2=O)cc1 | -9 | -8 | -0.2 | 1.0 | -8 | 0.0 | -10 | 7 | -3 | -5
CCCCC(CCC(=O)O)(C(=O)OCC)c1csc(Nc2ccc(C)cc2)n1 (stereo unspecified) | -16 | 3 | -0.1 | 0.2 | 44 | 0.2 | 24 | -4 | 9 | 4
CCn1c(SCC(=O)Nc2ccccc2Cl)nnc1C1CC1 | -2 | -5 | -0.2 | 0.1 | 4 | -0.5 | 21 | -2 | 4 | 0
CCCc1nnc(NC(=O)C2CC(=O)N(CCc3ccc(F)cc3)C2)s1 (stereo unspecified) | -2 | -7 | i | 0.4 | 5 | -0.2 | 12 | -10 | -3 | 5
O=C(Nc1nc2ccccc2s1)c1c(F)cccc1Cl | -10 | 0 | -0.8 | 1.0 | -4 | -1.1 | 12 | 7 | -3 | -6
CCc1nnc2sc(-c3ccc(NC(=O)c4ccc5c(c4)OCCO5)cc3)nn12 | -19 | -10 | 0.7 | nt | 2 | -0.8 | -10 | -6 | -1 | 0
CCCCn1nc(C(=O)O)ccc1=O | -21 | 1 | -0.2 | nt | 3 | -0.6 | 23 | -1 | 0 | -1
O=C(Nc1nccs1)C1CC=CCC1 (stereo unspecified) | -3 | -3 | -0.1 | 0.7 | 3 | -0.3 | 10 | -4 | 2 | -2
Cn1cnnc1SCc1ccc(C(=O)N/N=C(\CCC(=O)O)c2ccc(C(C)(C)C)cc2)cc1 | nt | -4 | -0.3 | nt | -1 | 1.1 | -6 | 0 | 4 | -2
CC(Sc1nc(N)cc(=O)[nH]1)C(=O)Nc1ccc(N2CCOCC2)cc1 (stereo unspecified) | nt | nt | -1.0 | -2.8 | -3 | nt | nt | -3 | nt | -3
C=CCN1C(=O)C2(OCCCO2)c2cc(C)ccc21 | -4 | 1 | i | -0.4 | 2 | -2.2 | -11 | 12 | -1 | -2

The listing continues.
molecule | PriA SSB inh | Rv3671c protease | BH1578 lux ind | TcdB GH inh | Yp Topo-I inh | PfHsp40 rescue | VHR inh abs | MazEF act | 3CLpro inhibitor | Anthrax LF prot
O=C(Nc1cccc(Cl)c1)NC1CCS(=O)(=O)C1 (stereo unspecified) | -11 | -1 | 0.6 | 0.0 | -4 | -1.1 | -14 | 10 | -2 | 0
Cc1ccc(SCc2cn3ccccc3n2)cc1 | -4 | 0 | -0.1 | 1.6 | -1 | -0.3 | 25 | -3 | 1 | -1
CN1CCN(c2ccccc2N)CC1 | 9 | 8 | -1.5 | nt | -4 | -0.5 | 14 | 2 | -1 | -12
COc1ccc(S(=O)(=O)N2CCN(C)CC2)cc1NC(=O)c1ccccc1F | -7 | -1 | i | 0.7 | 0 | 0.0 | 12 | 10 | -4 | -5
COc1ccc(CNCc2ccc([N+](=O)[O-])cc2)cc1OC | 4 | -2 | i | 0.7 | -3 | 0.4 | -12 | 8 | -1 | -10
C=CCN(C(C(=O)OC)C(C)C)S(=O)(=O)CCNCc1ccccc1 (stereo unspecified) | 2 | nt | i | 1.7 | 6 | ? | nt | 7 | nt | -4
O=C(O)c1ccc2c(=O)n3c(nc2c1)/C(=C/c1cccc(O)c1)CC3 | -11 | -1 | i | 0.8 | 5 | -0.2 | 26 | 9 | -7 | 0

High-throughput results as filed in PubChem BioAssay.

The list is partial; count on the stated rates, not on these rows.
